COUP-TFII inh: blocks human COUP-TFII nuclear receptor; HEK293T NGFI-A luciferase reporter, luminescence; hit rate 0.7% among 370,000; inhibition, % at 8.6 µM;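 active means inhibition above a per-plate cutoff, mean inhibition of test wells between control levels plus 3 SD, cut at about 38% in these data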;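 further: cells cotransfected with COUP-TFII expression vector driving the NGFI-A reporter; 0% = median of COUP-TF2 test wells and 100% = reporter-only cells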
Target sequence (P24468 whole entry, looked up): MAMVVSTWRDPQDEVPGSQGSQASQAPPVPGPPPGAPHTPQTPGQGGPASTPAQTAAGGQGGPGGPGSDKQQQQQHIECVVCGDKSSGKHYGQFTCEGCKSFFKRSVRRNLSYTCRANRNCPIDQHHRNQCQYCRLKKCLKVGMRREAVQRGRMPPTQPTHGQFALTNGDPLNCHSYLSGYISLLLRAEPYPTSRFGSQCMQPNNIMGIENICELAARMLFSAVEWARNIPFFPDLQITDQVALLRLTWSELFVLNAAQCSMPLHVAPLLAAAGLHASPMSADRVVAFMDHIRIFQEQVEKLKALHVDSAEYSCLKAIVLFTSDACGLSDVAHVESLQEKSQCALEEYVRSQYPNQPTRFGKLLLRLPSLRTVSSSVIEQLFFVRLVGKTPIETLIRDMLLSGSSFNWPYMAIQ
TROY signal inh: blocks TROY-dependent signaling in reporter cells; inhibition, % at 10 µM; hit rate 0.98% among 360,000; Q293 LMP1-TROYcd NF-kB luciferase reporter, 4 h; AID 1347056;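 active means compounds whose plate-normalised and pattern-corrected inhibition of the luciferase reporter signal at the single screening dose is 50% or more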
SRC1 inh: human NCOA1 inhibition | HEK293 GAL4-SRC1 luciferase reporter, luminescence | inhibition, % at 3.6 µM | hit rate 0.12% among 360,000;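 active means inhibition above the campaign mean plus 3 SD, with each screening campaign given its own cutoff, cut at about 60% in these data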;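 further: 0% = DMSO treated cells and 100% = gossypol at 36 µM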
TLR9-MyD88 block: TLR9-MyD88 interaction inhibition; Q9NR96+Q99836; CHO BLA complementation TLR9-MyD88, CCF4 FRET ratio; inhibition, % at 4.98 µM; hit rate 0.21% among 340,000;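 active means inhibition above the mean over all tested compounds plus 3 SD, cut at about 21% in these data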;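 further: 0% = DMSO only wells and 100% = clavulanate BLA inhibitor control wells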
TWEAK Fn14 block: inhibitors of TWEAK-Fn14 interaction signaling. TWEAK-stimulated Fn14 reporter cells, luciferase luminescence, 8 h. hit rate 2% among 360,000. AID 1159606. inhibition, % at 10 µM; in the data active means inhibition above about 50%
C8 TRAIL sens: sensitizes caspase-8 expressing cells to TRAIL. inhibition (viability loss, TRAIL sensitization), % at 10 µM. hit rate 1% among 360,000. NB7+C8 cells + TRAIL, ATPlite viability luminescence;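 active means compounds causing at least 50% loss of cell viability in the single-dose screen, relative to plate controls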
NOD2 RIPK2 PPI: blocks binding of human NOD2 to RIPK2; O43353; CHO BLA complementation NOD2-RIPK2, CCF4 ratio; inhibition, % at 4.98 µM; hit rate 0.38% among 360,000; AID 624267; in the data active means inhibition above about 21%;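 further: 0% = vehicle only and 100% = reference blocker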
NCOA2 inhibitor: inhibits human steroid receptor coactivator 2 | HEK293 GAL4-SRC2 luciferase reporter, luminescence | hit rate 0.17% among 370,000 | Q15596 | inhibition, % at 9 µM;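 active means inhibition above the mean inhibition of all tested compounds plus 3 SD, set per campaign, cut at about 52% in these data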;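 further: 0% = DMSO treated cells and 100% = cells given Gossypol at 36 µM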
LMP1 NFkB inh: Epstein-Barr LMP1 NF-kappaB reporter inhibition. LMP1-induced NF-kappaB luciferase reporter cells, luminescence. inhibition, % at 12.5 µM. hit rate 0.69% among 350,000; in the data active means inhibition above about 41%;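 further: 0% = neutral control wells and 100% = reference inhibitor control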
NCOA3 inh: inhibits human SRC3 coactivator; Q9Y6Q9; HEK293 GAL4-SRC3 luciferase reporter, luminescence; inhibition, % at 3.6 µM; hit rate 0.17% among 360,000;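 active means inhibition above a per-campaign cutoff, the mean of all compounds plus 3 SD, cut at about 60% in these data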;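 further: 0% = DMSO-treated cells and 100% = gossypol-treated cells at 36 µM; higher means less SRC3-driven luciferase light from the GAL4 reporter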
LRH-1 inv ag: suppresses constitutive activity of human LRH-1 | O00482 | HEK293T StAR-luciferase reporter, LRH-1 transfected, 24 h | inhibition, % at 3.6 µM | hit rate 0.13% among 360,000 | AID 602396;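 active means inhibition above the mean inhibition of all tested compounds plus 3 SD, cut at about 73% in these data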;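 further: 0% = DMSO wells and 100% = reporter-only cells lacking LRH-1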
Target sequence (O00482 whole entry, looked up): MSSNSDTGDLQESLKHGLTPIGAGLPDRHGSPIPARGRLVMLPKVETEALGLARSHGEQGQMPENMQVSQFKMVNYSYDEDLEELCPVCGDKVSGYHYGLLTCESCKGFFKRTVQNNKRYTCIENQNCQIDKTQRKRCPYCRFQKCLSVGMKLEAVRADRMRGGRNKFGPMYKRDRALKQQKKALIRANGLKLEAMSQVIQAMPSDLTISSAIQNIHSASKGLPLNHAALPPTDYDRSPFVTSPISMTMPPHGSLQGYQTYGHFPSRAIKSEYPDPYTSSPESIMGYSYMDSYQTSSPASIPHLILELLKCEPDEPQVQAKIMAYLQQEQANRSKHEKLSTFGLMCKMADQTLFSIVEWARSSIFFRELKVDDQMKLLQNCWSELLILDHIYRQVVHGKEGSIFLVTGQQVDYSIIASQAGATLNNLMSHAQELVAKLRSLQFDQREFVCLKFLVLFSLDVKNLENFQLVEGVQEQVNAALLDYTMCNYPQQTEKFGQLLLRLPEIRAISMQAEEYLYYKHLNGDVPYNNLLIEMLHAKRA
The depositor's hits bear a star; nt = not tested or not shown; & = joins results of further samples. These rows are one share of the data; count on the stated rates, not on these rows.

Values in the order: COUP-TFII inh	TROY signal inh	SRC1 inh	TLR9-MyD88 block	TWEAK Fn14 block	C8 TRAIL sens	NOD2 RIPK2 PPI	NCOA2 inhibitor	LMP1 NFkB inh	NCOA3 inh	LRH-1 inv ag
Cc1ccc(NC(=O)/C(C#N)=C/c2cc(C)n(-c3ccc(N4CCOCC4)c([N+](=O)[O-])c3)c2C)c(C)c1
→ 9	13	16	-5	54*	14	-1	8	27	13	26
COc1cccc(CCc2nnc(CCC(=O)N3CCCC3c3nccs3)o2)c1 (configuration not stated)
→ 14	-12	-24	-6	-18	-10	-6	13	-4	11	-10
COc1ccc(-c2cc(-c3cc(F)ccc3O)[nH]n2)cc1OC
→ -67	-24	-67	3	-12	15	9	-72	-21	-59	-106
CCn1cc(C(=O)NCC2CCCO2)c(=O)c2cc(S(=O)(=O)N3CCCCCC3)ccc21 (configuration not stated)
→ 0	2	4	-11	7	6	5	12	5	4	2
CC(=O)Nc1ccc(NC(=O)C(C)OC(=O)CSCc2cccc(Cl)c2)cc1 (configuration not stated)
→ 3	0	5	-1	-8	-13	1	-2	-9	9	-10
Cc1cccc(-c2nc3c(c(SCC(N)=O)n2)CCCC3)c1
→ 3	-19	-21	-4	-9	-3	0	12	-6	14	10
Cc1[nH]c2ccccc2c1/C=N/NC(=O)CNC(=O)c1ccc2c(c1)OCCO2
→ 8	-5	21	8	14	-5	-8	0	12	20	19
COc1ccc(-c2oc(NC(=O)c3ccc(C)cc3)c(C#N)c2-c2ccc(OC)cc2)cc1
→ -12	-55	-2	-3	-41	13	-17	-3	-3	0	-38
Cc1ccc(NC(=O)C2CCCN(C(=O)c3ccc(Cl)cc3)C2)c(C)c1 (configuration not stated)
→ 11	-5	11	3	27	-2	3	-9	8	10	3
Cc1cc2c(Nc3ccccc3)ncnc2s1
→ -7	-3	3	4	-1	4	4	-24	-2	6	-10
O=C(NCc1ccco1)c1ccc(Cn2c(=O)c3ccccc3n(Cc3cccc(F)c3)c2=O)cc1
→ -4	-16	-18	5	0	-4	6	8	-15	6	15
CCOC(=O)c1ccc(NC(=O)C2(c3ccc(OC)cc3)CCOCC2)cc1
→ 4	nt	-15	0	25	0	-1	-6	4	0	13
COc1ccc(-c2cnc3c(NC=O)cc(-c4ccccc4)cn23)cc1OC
→ -57	-28	-45	nt	15	10	2	2	nt	8	15
O=C(CN1CCC(n2cnc3cc(F)ccc32)CC1)Nc1ccccc1Br
→ 7	9	0	-4	-20	-3	-4	-3	-1	-14	-2
CCC(=O)N1CCCc2cc(S(=O)(=O)N3CCC(N4CCCCC4)CC3)ccc21
→ -16	13	-5	2	-13	13	2	-1	-34	-3	-29
Cc1ccc(C)c(NC(=O)CN(C)C(=O)COc2ccc3ccccc3c2)c1
→ -14	-7	3	-5	10	-18	-11	9	1	6	-24
O=C(COc1ccc(Br)cc1)Nc1ccc2c(c1)C(=O)NC2=O
→ 4	-17	11	-10	-22	7	2	3	9	8	13
COc1ccc(C(=O)NC(Oc2ccccc2)C(Cl)(Cl)Cl)cc1 (configuration not stated)
→ -8	-8	1	-5	-3	4	-1	-4	-3	8	-11
CS(=O)(=O)N(CC(=O)N1CCOCC1)c1cc(Cl)ccc1Cl
→ -1	4	-3	4	-2	-15	6	-31	14	3	12
CCN1C(=NCc2cc(OC)c(OC)c(OC)c2)N[C@@H](c2cccc(C(F)(F)F)c2)C(C(=O)OC)=C1C
→ 4	2	-25	0	-28	3	-3	2	2	13	14
CCOc1ccc(C(C(=O)NC2CCCC2)N(C(=O)c2snc(C(N)=O)c2N)C2CCCC2)cc1 (configuration not stated)
→ 7	-1	-13	-5	9	-12	3	6	-3	-29	15
CCn1c(SCc2ccc(F)cc2)nnc1C1CCN(S(=O)(=O)c2ccc(OC)cc2)CC1
→ 5	-2	2	-9	4	-31	-11	7	4	-10	4
CC(=O)c1c(C)c[nH]c1C
→ -2	-22	-4	-8	26	-1	-12	-13	-18	11	14
O=S1(=O)CC(N2CCCCC2)CN1Cc1cn(Cc2ccccc2)nn1 (configuration not stated)
→ -7	-16	nt	nt	6	-2	-5	21	nt	nt	-4
Cc1cccc(C)c1NC(=O)c1cnccn1
→ 13	-9	18	-9	16	-9	4	6	4	3	6
COc1cc2c(cc1[N+](=O)[O-])-c1ccccc1C2
→ -14	-63	-11	12	-44	-4	1	-39	-4	-12	-17
CCC1CCCCN1S(=O)(=O)c1ccc(NC(=O)CSc2ncccc2C(=O)O)cc1 (configuration not stated)
→ -12	0	-12	-4	-5	-1	-23	0	5	5	10
COc1ccc2[nH]c(=O)c(CN(Cc3nnnn3Cc3ccccc3)CC3CCCO3)cc2c1 (configuration not stated)
→ 6	-10	4	6	1	-22	-2	16	1	-6	3
CC(=O)CC1(O)C(=O)Nc2ccccc21 (configuration not stated)
→ 4&8	6&0	-1&1	-3	0&-18	-7&1	-6&6	8&-18	-3	-6&14	11&12
Cc1cc(C(=O)Cn2cc([N+](=O)[O-])ccc2=O)c(C)n1CC1CCCO1 (configuration not stated)
→ 15	9	-13	0	14	-2	-10	20	0	-33	-7
O=C(C(Cc1ccccc1)N1C(=O)C2C3C=CC(C3)C2C1=O)N1CCCCC1 (configuration not stated)
→ 6	0	-1	7	8	-2	-10	6	2	7	14
COCCCNC(=O)c1ccc2c(=O)n(Cc3ccccc3OC)c(=S)[nH]c2c1
→ 16	21	-21	-8	5	-33	-1	4	-2	-12	6
Cc1cc2cc(C#N)c(NCCNC(=S)NCCCN3CCOCC3)nc2cc1C
→ -15	-46	-42	-9	-2	5	-8	-9	-10	-2	-2
CCCCSc1nnc(-c2ccccc2NC(C)=O)c(=O)[nH]1
→ 5	0	-23	4	3	-2	-3	9	4	-24	-3
Cc1ccc(N2C(=O)C3C4C=CC(CNC(=S)N5CCN(c6cccc(C)c6)C(C)C5)(O4)C3C2=O)cc1 (configuration not stated)
→ -10	24	0	2	-16	18	-6	-16	-17	15	-14
COc1ccc(NC(=O)C2CCC(=O)N2S(=O)(=O)c2ccc(C)cc2)c(OC)c1 (configuration not stated)
→ 2	0	-7	7	11	0	-1	-20	1	13	-11
C=CCc1cc(OC)ccc1OCCCCn1cncn1
→ -11	26	-26	-9	-15	5	-5	-1	8	-5	13
NC(=O)c1ccccc1NC(=O)Nc1ccc(F)c(Cl)c1
→ 5	-37	11	-1	-25	0	10	-7	5	-3	10
CCOC(=O)c1ccccc1NC(=O)CN(c1ccccc1OCC)S(C)(=O)=O
→ 2	8	-21	-1	-4	10	-1	-11	7	-6	4
Cc1nc(SCC(=O)O)c(C#N)c(-c2ccco2)c1C(=O)N(C)C
→ 12	-7	-3	0	-8	0	-8	-4	-6	4	17
O=C(/C=C/c1ccco1)NC(=S)Nc1cccc(-c2nc3ccccc3s2)c1
→ -1	-25	-56	-4	5	1	0	-18	-2	-51	-14
O=C(Nc1ccccc1Cl)Oc1ccc(Cl)cc1Cl
→ -9	-29	-8	1	9	9	-13	-7	13	-2	-17
CCOC(=O)COc1ccccc1/C=C1/NC(=O)NC1=O
→ -3	-25	-15	8	13	-3	-13	14	-5	13	-7
COC(=O)[C@H](CCSC)NC(=O)NC1CCN(Cc2ccccc2)CC1
→ -4	4	8	-11	-5	3	-4	-26	-4	2	-2
N#CCSc1ccccc1NC(=O)CN1C(=O)NC(CCc2ccccc2)C1=O (configuration not stated)
→ 6	16	3	-14	-2	-5	1	-23	-6	-1	-22
Cc1ccc(S(=O)(=O)N2CCCC(C)C2)cc1 (configuration not stated)
→ -9	-9	17	-14	-2	5	-1	26	0	15	9
COc1ccc(N2CCN(CCC(=O)c3ccc4ccccc4c3)CC2)cc1
→ -6	-2	0	-8	-2	-9	-17	-1	2	-7	10
COc1cc(-c2cc(C(=O)Nc3c(Cl)cc(Cl)cc3Cl)c3ccccc3n2)cc(OC)c1OC
→ -13	17	-10	0	12	8	-9	-7	24	12	-2
Cc1ccc(CSc2nnc(CCCCCNC(=O)OC(C)(C)C)o2)cc1
→ -5	22	-13	3	9	-11	3	8	2	8	2
O=c1cnnc(Nc2ccc(Nc3ccccc3)cc2)[nH]1
→ -11	-9	9	-10	-11	28	11	23	0	16	-8
COc1cccc(NC(=O)CC2C(=O)NCCN2C(=S)Nc2ccc(F)cc2)c1 (configuration not stated)
→ 5	-26	7	3	2	-24	1	-8	-1	2	-3
Fc1ccc(COc2ccccc2-c2ccnc3ncnn23)cc1
→ -8	8	-7	-12	3	2	-6	-31	-2	11	-17
O=C1NC(c2cccc(Cl)c2)Oc2ccccc21 (configuration not stated)
→ 4	-4	10	3	-14	3	-8	-17	7	-14	2
Cc1ccc(C)c(S(=O)(=O)N2CCN(Cc3cc4c(cc3O)OCO4)CC2)c1
→ 8	-41	13	8	-19	6	-2	10	-2	15	9
O=C(CSc1nnc(NC(=O)c2ccc3c(c2)OCO3)s1)NCc1ccco1
→ -27	1	-80	5	61*	82*	-10	-40	48*	-74	-113
O=C(NC1CCCCC1)c1ccc(NS(=O)(=O)c2cccc3cccnc23)cc1
→ 14	5	-17	-1	-9	-5	-7	7	14	20	2
CCOC(=O)c1ccc(NC(=O)c2nc[nH]c2C(=O)N[C@@H](Cc2ccccc2)C(=O)OC(C)(C)C)cc1
→ -2	3	-14	-6	3	21	-3	-10	-1	-19	-9
CCc1ccccc1NC(=O)CCc1nc(-c2ccc(C)cc2)no1
→ -13	19	4	-13	-19	-10	-4	-12	4	9	-2
Cc1cc(CN(C)C(=O)CCc2nnc(Cc3cccc(C(F)(F)F)c3)o2)on1
→ -46	-74	-18	-3	-19	1	-12	-74	-19	-22	-46
CC1CCCN(S(=O)(=O)c2cc3c4c(c2)CCN4C(=O)CC3)C1 (configuration not stated)
→ 9	2	-31	2	5	-10	0	-17	-1	-5	10

New compounds follow.
Values in the order: COUP-TFII inh	TROY signal inh	SRC1 inh	TLR9-MyD88 block	TWEAK Fn14 block	C8 TRAIL sens	NOD2 RIPK2 PPI	NCOA2 inhibitor	LMP1 NFkB inh	NCOA3 inh	LRH-1 inv ag
COc1ccc(C(=O)COC(=O)CCN2C(=O)[C@@H]3[C@H](C2=O)[C@@H]2C[C@H]3C(Br)C2Br)cc1 (some centres not stated)
→ 15	9	-1	7	-9	25	6	-3	1	6	15
CC1CCCC(NC(=O)CCS(=O)(=O)c2ccc3c(c2)NC(=O)CS3)C1C (configuration not stated)
→ 20	-5	6	11	-6	-4	-14	-3	5	8	5
O=C(Nc1cccc(-c2nc3ccccc3[nH]2)c1)c1ccccn1
→ -9	-47	-7	6	1	2	1	-12	-11	-7	9
Cn1c(=O)oc2cc(S(=O)(=O)N3CCN(Cc4ccc5c(c4)OCO5)CC3)ccc21
→ -19	-6	-13	-1	-7	7	11	-9	4	19	4
CCCc1cc(=O)oc2c(C)c(OCC(=O)NCCCn3ccnc3)ccc12
→ -8	9	-12	-4	17	24	-1	-11	3	11	45
Cc1ccccc1CN(c1ccc(C(=O)N/N=C/c2ccc(OCC(N)=O)cc2)cc1)S(C)(=O)=O
→ -7	8	-8	4	7	-5	-14	-4	4	-8	3

Bioassay records (PubChem)
